# Fluorescein autfl – compound autofluorescence in fluorescein spectral region | AID 593 | Compound autofluorescence, 480/540 nm, fluorescein-equivalent; hits give high values | 0.91% of 59,000 active | max fluorescein-equivalent concentration, M; in the data active = max fluorescein-equivalent concentration above about 10 nM; inconclusive = between about 1.1 nM and that limit
#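 Library compounds, added at multiple concentrations to pH 8.0 Tris buffer (100 mM), incubate 15 min at room temperature before CCD imaging at 480 nm excitation and 540 nm emission.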
# A350 autofl – compound fluoresces in the Alexa 350 spectral region; Compound autofluorescence, 340/450 nm, Alexa 350 dye-equivalents; hits give high values; max dye-equivalent concentration, M; 11% of 59,000 active; AID 590; in the data active = max dye-equivalent concentration above about 10 nM; inconclusive = mostly about 1.1 nM to 9.6 nM
# 4-MU autofl – compound fluoresces in the 4-MU spectral region | compound autofluorescence, 340/450 nm, 4-MU equivalents; hits give high values | max dye-equivalent concentration, M | 11% of 59,000 active | AID 589; in the data active = max dye-equivalent concentration above about 10 nM; inconclusive = mostly about 1.1 nM to 9.6 nM
#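 Compounds in 100 mM Tris, pH 8.0, incubated 15 min at room temperature, then fluorescence read at 340 nm excitation/450 nm emission. Signal converted to 4-MU dye-equivalent concentration using an on-plate six-point 4-MU standard curve.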
# Rhodamine fluor – rhodamine region autofluorescence. Rhodamine-region fluorescence, 547/598 nm, Tris buffer; hits give high values. max dye-equivalent concentration, M. 0.05% of 59,000 active; in the data active = max dye-equivalent concentration above about 11 nM; inconclusive = between about 1.1 nM and that limit
#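 Intrinsic compound fluorescence, ex 547 / em 598 nm, CCD imager. Tris 100 mM pH 8.0; 15 min RT. Output = rhodamine dye-equivalent concentration at each compound concentration.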
# Caspase-7 inhib – blocks human caspase-7 allosterically or competitively | Potency, µM (series often up to 57.5 µM), without a hit: at the top dose activity change, negative = inhibition, actives largely listed as inhibitors | P55210 | recombinant caspase-7, Ac-DEVD-AFC fluorescence rate | 0.02% of 75,000 active; active = well fitted inhibition curve with a large enough effect in the main read-out, with a control signal flat, not every such curve was filed as active; inconclusive = small, poorly fitted or top-dose-only effect, or a change in a side signal; also: potency is read from the fitted curve at half-maximal effect; % of control where 0% means no effect
# BRCT PPI green – inhibitors of human BRCA1 BRCT-phosphoprotein interaction (green fluorophore). P38398. BRCA1 BRCT-phosphopeptide binding, green fluorescence polarization. Potency, µM (titrated, usually from 76.9 µM), for inactives: at the top dose activity change, negative = inhibition, usual class: inhibitors. 0.05% of 75,000 active. AID 875;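 also: potency is read from the fitted curve at half-maximal effect; plate controls were peptide without protein for full effect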
#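 Compounds were incubated for 12 min at room temperature with a complex of 100 nM fluorescein-tagged pBACH1 decapeptide and 250 nM His-tagged BRCT protein. Buffer was phosphate pH 7.3 with EDTA, DTT and Tween 20. Disruption of binding lowers the polarization signal.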
# Casp1 inh – blocks human caspase-1 allosterically or competitively. Potency, µM (top dose mostly 57.5 µM), for inactives: top-dose activity change, negative = inhibition, actives largely listed as inhibitors. P29466. 0.03% of 75,000 active. Caspase-1 enzyme, Ac-WEHD-AFC fluorogenic rate;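 also: potency is read from the fitted curve at half-maximal effect; plate controls were vehicle for no effect and no substrate for full effect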
# Target sequence (P29466 120-297 limits assumed): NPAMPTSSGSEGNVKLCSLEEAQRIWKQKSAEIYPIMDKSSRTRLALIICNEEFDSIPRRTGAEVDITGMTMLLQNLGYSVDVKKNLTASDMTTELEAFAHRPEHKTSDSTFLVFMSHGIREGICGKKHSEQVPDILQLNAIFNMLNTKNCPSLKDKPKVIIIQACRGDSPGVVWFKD
# Target sequence (P29466 317-404 limits assumed): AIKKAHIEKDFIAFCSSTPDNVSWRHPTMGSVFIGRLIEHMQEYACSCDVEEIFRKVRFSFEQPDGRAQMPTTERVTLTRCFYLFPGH
# USP2a inh – USP2a (human) protease inhibition | O75604 | USP2a enzymatic assay, qHTS inhibition | Potency, µM (highest dose often 38.3 µM), for inactives: at the highest dose activity change, negative = inhibition, usual class: inhibitors | 0.1% of 60,000 active | AID 927;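 also: potency is read from the fitted curve at half-maximal effect; nearly all actives have a fitted effect of over 60% in size; plate controls were DMSO for no effect and NEM full inhibition control for full effect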
# Target sequence (O75604 whole entry, looked up): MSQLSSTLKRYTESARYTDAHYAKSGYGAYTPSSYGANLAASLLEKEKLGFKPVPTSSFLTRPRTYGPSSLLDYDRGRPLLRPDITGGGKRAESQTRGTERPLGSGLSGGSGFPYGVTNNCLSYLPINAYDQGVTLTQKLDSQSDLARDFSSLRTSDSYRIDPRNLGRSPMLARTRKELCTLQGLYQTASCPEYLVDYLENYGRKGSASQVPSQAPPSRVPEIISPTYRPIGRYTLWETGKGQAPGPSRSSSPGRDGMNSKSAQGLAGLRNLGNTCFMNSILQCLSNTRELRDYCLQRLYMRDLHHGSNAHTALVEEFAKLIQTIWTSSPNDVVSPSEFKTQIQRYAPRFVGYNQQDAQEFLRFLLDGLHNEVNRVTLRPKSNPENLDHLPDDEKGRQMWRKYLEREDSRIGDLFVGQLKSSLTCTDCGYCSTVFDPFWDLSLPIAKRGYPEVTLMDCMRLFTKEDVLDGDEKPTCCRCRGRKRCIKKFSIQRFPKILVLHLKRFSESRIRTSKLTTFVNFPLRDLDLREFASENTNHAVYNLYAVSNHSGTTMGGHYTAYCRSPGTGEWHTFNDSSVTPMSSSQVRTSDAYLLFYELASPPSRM
#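 Inhibition is measured in a cell-free coupled assay with 20 nM USP2 core, 20 nM Ub-PLA2 and 20 uM NBD C6-HPC, 2.5 h incubation. Activity normalized to NEM control.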
# Texas Red fluor – compounds fluorescent in Texas Red spectral region | Compound fluorescence, Texas Red channel, 547/618 nm; hits give high values | max dye-equivalent concentration, M | 0.06% of 59,000 active | AID 587; in the data active = max dye-equivalent concentration above about 10 nM; inconclusive = between about 1.1 nM and that limit
#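 qHTS profiling of intrinsic compound fluorescence; 100 mM Tris pH 8.0; 15 min RT; ex 547 / em 618 nm; response expressed as Texas Red dye-equivalent concentration from six-point plate standard.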
# HEK293 cAMP ctrl – raises cAMP in parental HEK293 cells, TSHR agonist counter-screen; Potency, µM (titrated, usually from 57.1 µM), for inactives: top-dose activation, usual class: activators; parental HEK293 CNG cAMP sensor, membrane potential fluorescence; 2.5% of 73,000 active; AID 938; also: potency is read from the fitted curve at half-maximal effect; % of control where 0% means no effect; nearly all actives have a fitted effect of over 55% in size
#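 Parental HEK 293 cells stably expressing a cAMP-gated CNG channel were loaded with membrane potential dye containing 100 uM RO 20-1724 for 60 min. Compound added for 30 min; depolarization read as fluorescence intensity at 590 nm.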
# BRCT PPI red – inhibitors of human BRCA1 BRCT-phosphoprotein interaction (red fluorophore); 0.03% of 75,000 active; Potency, µM (doses to about 76.9 µM), without a hit: at the highest dose activity change, negative = inhibition, hits mostly inhibitors; BRCT-phosphopeptide binding, red fluorescence polarization; AID 892; also: % is scaled to controls: 0 for no effect and ±100 for the full control effect
#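 Fluorescence polarization: 100 nM His-tagged BRCA1 BRCT with 100 nM TAMRA-labelled phospho-BACH1 decapeptide, phosphate buffer pH 7.3 with 150 mM NaCl, DTT, 0.01% Tween 20; 12 min RT. Binding inhibition seen as FP decrease.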
# An asterisk follows results filed as active; i = inactive; ? = inconclusive; · = no result given; [ ] = dose if it differs, or a comment. Unless noted, calls follow the shape of the dose curve; as a rule, active = well fitted curve in the direction sought with a large enough effect; inconclusive = small, poorly fitted or top-dose-only effect, or another doubt; inactive = no such curve, though single readings can be large; an effect the other way counts as inactive or inconclusive. An excerpt. The share of hits here may be higher or lower than overall.
SMILES,Fluorescein autfl,A350 autofl,4-MU autofl,Rhodamine fluor,Caspase-7 inhib,BRCT PPI green,Casp1 inh,USP2a inh,Texas Red fluor,HEK293 cAMP ctrl,BRCT PPI red
CC1=C(C#N)C(Nc2cccc(C)n2)(C(F)(F)F)C(=O)N1 (stereo unspecified),i,i,i,i,0.2%,-1.3%,1.7%,-6.2%,i,?,-1.2%
N=c1n(Cc2ccc(Cl)cc2)c2ccccc2n1CC(O)c1ccco1 (stereo unspecified),i,1.09e-08M*,?,i,-4.8%,-1.0%,-4.9%,-7.2%,i,16.3%,-0.6%
Cc1nc2nc(-c3cccnc3)nn2c(C)c1Cl,i,i,i,i,-0.9%,0.9%,-1.6%,3.8%,?,0.6%,-2.6%
O=c1c(-c2ccc(F)c(F)c2)nc2cncnc2n1Cc1ccccc1,?,i,i,i,-8.7%,0.7%,-7.5%,42.3%[activator],i,-23.1%,-2.3%
Cc1cc2n(n1)C(c1ccsc1)Nc1ccccc1-2 (stereo unspecified),i,1.24e-08M*,1.16e-08M*,i,-3.0%,0.4%,-2.2%,3.5%,i,11.8%,-0.8%
COc1ccc(N=C2SC(C(=O)O)CC(=O)N2C)cc1 (stereo unspecified),·,·,·,·,0.7%,-1.4%,-2.5%,-0.6%,·,2.6%,0.4%
CC(=O)N1CCC2(CC1)CN(Cc1cc(C(F)(F)F)cc(C(F)(F)F)c1)C2,?,i,i,i,0.9%,-5.1%,-0.6%,82.7%[activator],i,-2.6%,-0.8%
O=C(COc1ccc(F)cc1)Nc1ccc(-n2cnnn2)cc1,·,·,·,·,-1.1%,-3.3%,-1.7%,5.0%,·,-2.2%,0.9%
O=C(NCCO)c1cc2ccccc2c(=O)s1,i,?,i,i,0.9%,1.3%,-1.3%,1.3%,i,10.5%,-1.9%
Cc1ccc(N2CC(C(=O)NCc3ccc4c(c3)OCO4)CC2=O)cc1C (stereo unspecified),i,i,i,i,-1.1%,-2.2%,1.0%,9.9%,i,13.5%,0.4%
O=C(Nc1ncnc2sc3c(c12)CCCCC3)c1ccco1,i,1.63e-08M*,1.6e-08M*,i,1.5%,1.7%,3.1%,0.1%,i,?,-0.5%
CC(C)OC(=O)CSc1nnc(-c2ccco2)n1N,i,i,i,i,-0.3%,-0.9%,-2.4%,-1.3%,?,1.7%,-0.7%
CCn1c(SCC(=O)N2CCCC2)nnc1-c1ccc(S(=O)(=O)N2CCCCCC2)cc1,?,i,i,i,2.5%,0.1%,0.8%,1.0%,i,-10.9%,-1.1%
Cn1c(=O)c2c(nc(CN3CCN(C(=O)c4ccco4)CC3)n2Cc2cccc(Cl)c2)n(C)c1=O,i,i,i,i,-5.3%,4.9%,0.4%,11.0%,i,-3.2%,0.1%
COc1cccc(CNc2nc3nc(C)cc(C)n3n2)c1,i,1.09e-08M*,1.23e-08M*,i,-0.7%,-0.7%,0.9%,-4.2%,i,4.2%,0.2%
CCN(c1cccc(C)c1)S(=O)(=O)c1ccc2[nH]c(=O)c(=O)[nH]c2c1,i,i,i,i,-1.1%,1.3%,0.8%,10.4%,i,1.5%,-1.3%
O=C(c1ccco1)N1c2ccccc2Sc2ccccc21,i,i,i,i,1.1%,1.1%,-3.4%,-2.9%,?,20µM*,0.6%
COc1cccc(-n2nnc3c(=O)n(Cc4ccc(C)cc4)cnc32)c1,i,i,i,i,-0.1%,1.1%,-1.3%,1.2%,i,15.8µM*,-0.2%
CCOc1ccc(NC(=O)Cn2nnc(-c3ccccc3NC(=O)CC)n2)cc1,?,i,i,i,0.1%,-2.9%,2.7%,1.3%,?,-5.5%,0.9%
CCCNC(=O)CN(C1CCCCC1)S(C)(=O)=O,i,i,i,i,0.5%,0.0%,-0.3%,5.9%,i,1.8%,0.9%
CCCc1[nH]nc2c1C(c1cc(OC)ccc1F)C(C#N)=C(N)O2 (stereo unspecified),i,?,?,i,-1.4%,-0.5%,-1.8%,10.4%,i,5.5%,-0.7%
O=C(Nc1nccs1)c1cnccn1,i,i,i,i,0.1%,-1.1%,0.7%,-3.1%,i,3.4%[2.29 µM],-4.9%
O=S(=O)(c1cccc2ccccc12)N1CCSC1,·,·,·,·,-0.9%,0.8%,-1.9%,0.2%,·,16.7%,0.3%
COc1cccc2c1CCC1=CC(=O)CC[C@@]12C,·,·,·,·,0.2%,-0.9%[3.08 µM],0.3%,-9.0%,·,·,-1.2%
Cc1scc(C(=O)Nc2ccon2)c1-c1ccccc1,i,i,i,i,-2.5%,-0.4%,-1.0%,22.9%,?,18.5%,-1.6%

# Quoted from the listing.
# Result for COc1cccc(CNc2nc3nc(C)cc(C)n3n2)c1 in Casp1 inh: 0.9%
# Result for N=c1n(Cc2ccc(Cl)cc2)c2ccccc2n1CC(O)c1ccco1 (stereo unspecified) in USP2a inh: -7.2%

# Additional compounds follow.
SMILES,Fluorescein autfl,A350 autofl,4-MU autofl,Rhodamine fluor,Caspase-7 inhib,BRCT PPI green,Casp1 inh,USP2a inh,Texas Red fluor,HEK293 cAMP ctrl,BRCT PPI red
Cc1ccc(S(=O)(=O)NCC(=O)NC2CCCC2)cc1,i,?,i,i,-0.8%,2.1%,-0.5%,6.2%,i,5.3%,-1.6%
Fc1ccc(NCc2cccnc2)cc1,?,i,i,i,-1.3%,-4.9%,2.9%,6.6%,i,-6.4%,-1.1%
O=C(Nc1nc2c(s1)CCCC2)c1ccc2ncsc2c1,·,·,·,·,-8.2%,-0.7%,-3.7%,·,·,?,-1.1%
COc1ccc(C(=O)N2CCCN(C)CC2)cc1S(=O)(=O)N1CCCc2ccccc21,i,i,i,i,0.1%,-0.5%,-5.1%,8.8%,i,19.8%,-1.5%
CSC(N)=NCCC[C@@H](N)C(=O)O,?,?,?,i,2.1%,-6.5%,2.9%,-5.2%,i,13.2%,-2.0%
N#Cc1cccc(NC(=O)N2CCCC3(CCN(C(=O)c4csnn4)CC3)C2)c1,i,i,i,i,-4.6%,-2.2%,-6.9%,36.1%[activator],i,?,-1.3%
O=C(Nc1cccc2ccccc12)c1cnccn1,i,i,i,i,-2.6%,0.3%,-0.5%,·,i,12.2%,-2.0%
O=C1C2CC=CCC2C(=O)N1CC(=O)N(Cc1ccccc1)C1CCS(=O)(=O)C1 (stereo unspecified),i,i,i,i,0.0%,-1.9%,0.8%,8.4%,i,12.7%,-2.0%
CC(C)(C)OC(=O)N1CCC[C@H]1c1nnc(SCc2ccccc2F)o1,i,i,i,i,-0.9%,-0.8%,-3.5%,6.1%,i,16.9%,-0.5%
CC1(CCc2ccc3c(c2)OCO3)NC(=O)c2ccccc2N1 (stereo unspecified),i,1.17e-06M*,8.69e-07M*,i,-16.9%,-0.2%,-15.2%,1.8%,?,12.3%,-1.5%
COc1ccc(CCNC(=O)CSc2nc(C)nc3c2c(=O)n(C)c(=O)n3C)cc1OC,·,·,·,·,2.2%,0.5%,2.6%,·,·,24.9%,-1.8%
CCCNC(=O)Cn1cnc2sc(C(=O)NCCN(CC)CC)c(C)c2c1=O,i,i,i,i,-0.1%,-1.0%,2.1%,2.5%,?,3.3%,-0.1%
CC(=O)c1c(C)n(-c2ccccc2)c2ccc(OCC(O)CN3CCOCC3)cc12 (stereo unspecified),i,i,i,i,0.8%,3.9%,-1.4%,15.5%,?,12.6µM*,-1.6%
C=C1CC[C@H]2C(C)(C)[C@H](O)CC[C@]2(C)[C@@H]1COc1ccc2ccc(=O)oc2c1,i,?,?,i,·,·,·,·,i,?,·
NC(=O)SCC(=O)Nc1ccc2ncccc2c1,?,i,i,i,0.1%[11.5 µM],-1.3%[15.4 µM],2.3%[11.5 µM],·,i,-36.4%[inhibitor][11.4 µM],-0.7%[15.4 µM]
Cc1occc1C(=O)Nc1cccc(Cn2cccn2)c1,i,i,i,i,-0.9%,0.8%,-0.2%,14.2%,i,-1.1%,-0.1%
Cn1cnc(S(=O)(=O)Nc2ccc(C(F)(F)F)cc2)c1,i,i,i,i,-1.1%,-1.5%,0.5%,1.8%,i,-60.6%[inhibitor],0.3%
Cc1cc2cc(C)c3nnc(SCC(=O)NCc4ccco4)n3c2cc1C,i,i,i,i,-0.8%,4.8%,-0.2%,25.1%,i,27.8%,-1.9%
O=C(CNCC1CCCO1)Nc1ccccc1N1CCOCC1 (stereo unspecified),?,i,i,i,-1.5%,-1.4%,3.5%,-7.5%,?,3.7%,-0.2%
c1ccc(OCc2nc3ccccc3[nH]2)cc1,i,i,i,i,-2.3%,-1.6%,-2.0%,-4.6%,i,8.8%,-2.7%
COc1ccc(Cc2nn3c(-c4ccccc4OC)nnc3s2)cc1,i,1.26e-08M*,?,i,-0.5%,0.1%,-4.2%,49.5%[activator],?,?,0.6%
OCCSc1nncn1/N=C/c1c[nH]c2ccccc12,i,i,i,i,-0.3%,-1.8%,-0.6%,5.2%,i,-8.3%,0.7%
Cc1ccc2cc3cc(C(=O)NCc4ccco4)oc3nc2c1,i,?,1.09e-08M*,i,-2.3%,1.7%,0.0%,10.6%,i,-1.3%,-0.5%
CCC(C)Sc1nc2c(cnn2-c2ccc(C)c(C)c2)c(=O)[nH]1 (stereo unspecified),·,·,·,·,-8.8%,0.4%,-3.5%,·,·,-6.1%,-0.6%
Cc1ccc(C)c(Cn2c(=O)c3c(nc4n3CCN4Cc3ccco3)n(C)c2=O)c1,i,?,i,i,-2.3%,-0.6%,-1.6%,26.4%,i,-5.2%,0.1%
CC(C)NC[C@@H](O)COc1ccccc1-n1cccc1,·,·,·,·,0.6%,-0.3%,2.7%,·,·,25.7%,0.5%

# Compound activity (PubChem)
